mHTT-CaM PPI inh: mutant huntingtin-calmodulin interaction inhibitors – biochemical, AlphaScreen, primary screen; AlphaScreen His-mHTT/GST-CaM binding, luminescence; inhibition, % at 15 µM; AID 1671202, 2021; 190,000 compounds, 3.6% hits;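 further: 0% = both proteins with DMSO and 100% = one protein alone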
Pf apPOL block: Pf-apPOL inhibitors, biochemical, fluorescence | Recombinant Pf-apPOL, molecular beacon fluorescence, 1.5 h | Plasmodium falciparum apicoplast DNA polymerase (apPOL) | 210,000 compounds, 0.25% hits | inhibition, % at 10 µM
Starred values were filed as active, the others as inactive; / = not tested or not shown; & = joins results of further samples. No stated cut-off is given here; in the data, active means inhibition above about 50%; inactive means the rest.

no.	canonical_smiles	mHTT-CaM PPI inh	Pf apPOL block
1	CCOc1cc(C)nc(N2CCOCC2)n1	-3	-3
2	Cn1c(=O)c(-c2nc(-c3ccc(F)c(Br)c3)no2)c(O)c2ccccc21	-10	-2
3	O=C(NCC1CCCO1)c1ccc(F)cc1 (configuration not stated)	0	0
4	O=[N+]([O-])c1cccc(N=Cc2nc(-c3ccccc3)oc2O)c1	3	-1
5	N#Cc1c(F)cccc1OCc1ccc(Cl)cc1	/	-4
6	O=C(NCCO)c1cccc(-c2cc(Nc3ccc(OC(F)(F)F)cc3)ncn2)c1	/	0
7	COc1cc(OC)cc(C(=O)Nc2sc3c(c2C#N)CCCCC3)c1	-4	2
8	C/C(=C\c1ccccc1)CN1CCCN(C)CC1	-1	3
9	Cc1nc(C(=O)N2CCC[C@H]2Cc2nnc(-c3ccccc3)o2)c(-c2ccccc2F)s1	/	-6
10	CCN1CCC(NC(c2ccccc2)c2ccccc2)CC1	4	1
11	c1coc(CNc2nc(-c3ccncc3)cs2)c1	7	-2
12	COc1ccc(C(C#N)N2N=C(C)CC2(C)C)cc1 (configuration not stated)	2	-3
13	O=C(NCCc1csc(C2CCCN(C(=O)c3ccncc3)C2)n1)C1CC1 (configuration not stated)	-4	3
14	Fc1ccccc1-c1nc(-c2ccnc(N3CCCC3)c2)no1	-19	0
15	Cc1c(C)c2ccc(OCc3ccc(C(=O)O)o3)cc2oc1=O	-3	1
16	CC(C)(C)c1ccc(C(=O)Nc2cccc3c(=O)[nH][nH]c(=O)c23)cc1	-8	-1
17	Cc1c(CCOC(=O)C23CC4CC(CC(C)(C4)C2)C3)sc[n+]1CC(=O)c1ccccc1	99*	-1
18	S=C(S)OC1CC2CC1C1CCCC21 (configuration not stated)	/	0
19	CCCn1cc2c3c(cccc31)CN(C(=O)c1ccccc1F)CC2	51*	-10
20	COc1ccc(-n2c(O)c(C=Nc3ccc(Cl)cc3)c3ccccc3c2=O)cc1	14	3
21	COc1cccc(C(=O)C=C2NC(=O)CS2)c1	/	-7&-4
22	COc1ccccc1NC(=O)N1CCc2nc(-c3ccc(F)cc3)ncc2C1	6	-12
23	Cc1cccc(NC(=O)c2cc3c(CO)cnc(C)c3oc2=Nc2ccc(F)cc2)c1	5	-1
24	Clc1cc(N=Cc2ccc(Br)s2)ccc1Br	-7	/
25	CCOc1ccccc1CNC(=O)C1CCCN(c2nccnc2Oc2ccccc2)C1 (configuration not stated)	1	-8
26	CCn1c(=O)c(C(=O)NC2CCCC2)nc2ccccc21	4	-6
27	C#CCN1C(=O)C(O)(CC(=O)c2ccc(-c3ccccc3)cc2)c2ccccc21 (configuration not stated)	27	-6
28	COc1cccc(CNC(=O)N2CCCC(C)(C(=O)NCc3cccc(OC)c3)C2)c1 (configuration not stated)	-3	-1
29	N#Cc1ccc(C(=O)N2CSCC2C(=O)NCCc2cscn2)cc1 (configuration not stated)	1	-3
30	Cc1ccccc1CNC(=O)C1(C)CCCN(C(=O)c2ccccc2Br)C1 (configuration not stated)	0	4
31	O=[N+]([O-])c1ccccc1C1CC(c2ccccc2)=NN1 (configuration not stated)	61*	7
32	O=C(Nc1ccc(NC(=O)c2ccc(I)o2)cc1)c1cccc(Cl)c1	-7	-6
33	O=C1N=c2ccc(Br)cc2=C1c1c(O)n(-c2ccc(Cl)c(Cl)c2)[nH]c1=O	23	/
34	O=C(c1nc2nc(-c3ccccc3)cc(C(F)(F)F)n2n1)N1CCN(Cc2ccccc2)CC1	40	6
35	Fc1ccc(-c2nnc(C3CCN(Cc4csc(-c5ccccc5)n4)CC3)o2)cc1	-2	-4
36	Cc1cc(N2CCN(c3ccccn3)CC2)nc2ccccc12	-6	-11
37	COc1nccc(C(F)(F)F)c1C(=O)NC(=O)Nc1ccc(Cl)cc1	/	8&-5
38	O=S1(=O)N=CN(c2ccc3c(c2)CCC3)c2ncccc21	1	-2
39	NNC(=O)CCn1c2ccc(Cl)cc2c2cc(Cl)ccc21	-8	1
40	CS(=O)(=O)c1ccc(Nc2nc(C(=O)NCCC3=CCCCC3)cs2)cc1	4	-6

From entry 5 as far as 6, copied from above:
no.	canonical_smiles	mHTT-CaM PPI inh	Pf apPOL block
5	N#Cc1c(F)cccc1OCc1ccc(Cl)cc1	/	-4
6	O=C(NCCO)c1cccc(-c2cc(Nc3ccc(OC(F)(F)F)cc3)ncn2)c1	/	0

Back to the main list; the 3 compounds before the break are reprinted first.
no.	canonical_smiles	mHTT-CaM PPI inh	Pf apPOL block
38	O=S1(=O)N=CN(c2ccc3c(c2)CCC3)c2ncccc21	1	-2
39	NNC(=O)CCn1c2ccc(Cl)cc2c2cc(Cl)ccc21	-8	1
40	CS(=O)(=O)c1ccc(Nc2nc(C(=O)NCCC3=CCCCC3)cs2)cc1	4	-6
41	Cc1ccc(C)c(NC(=O)C2CC(=O)N(c3ccc4oc(C)nc4c3)C2)c1 (configuration not stated)	-7	-4
42	O=C(COc1ccc2c(c1)C(=O)CC1(CCCCC1)O2)NCc1cccnc1	3	6
43	Cc1ccc2c(c1)C(=O)NC1(CCN(C(=O)Cc3cccc(F)c3)CC1)N2C	2	-6
44	O=C(CN1CCOCC1)N1N=C(c2ccc(Br)cc2)CC1c1nc2ccccc2[nH]1 (configuration not stated)	6	-7
45	CS(=O)(=NC(=O)c1ncc(C(F)(F)F)cc1Cl)c1ccc(C(F)(F)F)cn1 (configuration not stated)	/	-5
46	O=c1oc2ccc(Br)cc2cc1-c1nnc(-c2ccc(Cl)cc2)o1	2	-1
47	Cc1c(Cl)cccc1NC(=O)c1cc2n(n1)CCCN(Cc1ccc(F)cc1)C2=O	2	0
48	COc1ccc2nc(-n3nc(C)cc3NC(=O)c3ccc([N+](=O)[O-])s3)sc2c1	-12	-4
49	CCOCCCNC(=O)c1cccc(C2CCCN(C(=O)Nc3ccc(Cl)cc3)C2)c1 (configuration not stated)	0	-4
50	COc1ccc(C(=O)N2CC3CC2CC3NS(=O)(=O)c2cccs2)cn1 (configuration not stated)	-5	-6
51	O=C1CC(c2ccccc2F)c2c(n[nH]c2-c2ccc(Cl)cc2)N1 (configuration not stated)	10	1
52	Cc1ccccc1NC(=O)c1ccco1	-4	-4
53	COc1cc(OC)cc(C(=O)Nc2ccc(Br)c(C)c2)c1	-15	6
54	COc1ccc(CN2C(=O)Cn3cccc3C2C(=O)NC2CCCCCCC2)cc1 (configuration not stated)	3	-6
55	CCCCOc1ccc(S(=O)(=O)NCCCn2ccnc2)cc1	-2	-1
56	COc1ccccc1C1CNCC1C(=O)NCc1ccc(F)cc1 (configuration not stated)	8	-1
57	CC12CN3CC(C)(CN(C1)C1C3CCOC1(C)C)C2O (configuration not stated)	-1	1
58	O=C(CCCCCn1nnc2ccccc2c1=O)NCc1ccc(F)cc1	14	-14
59	CC(C)(C)S(=O)(=O)c1ccc(Br)cc1	-13	/
60	NC(N)=NN=C1CCCCC1	/	-2

Along the list, as entered above:
mHTT-CaM PPI inh for entries 51 to 54, in order: 10, -4, -15, 3
Pf apPOL block for entries 51 to 54, in order: 1, -4, 6, -6

By substructure, the entries above containing a cyano group.
no.	canonical_smiles	mHTT-CaM PPI inh	Pf apPOL block
5	N#Cc1c(F)cccc1OCc1ccc(Cl)cc1	/	-4
7	COc1cc(OC)cc(C(=O)Nc2sc3c(c2C#N)CCCCC3)c1	-4	2
12	COc1ccc(C(C#N)N2N=C(C)CC2(C)C)cc1 (configuration not stated)	2	-3
29	N#Cc1ccc(C(=O)N2CSCC2C(=O)NCCc2cscn2)cc1 (configuration not stated)	1	-3

Next section.
no.	canonical_smiles	mHTT-CaM PPI inh	Pf apPOL block
61	CC(=O)Cc1nsc(NC(=O)c2cc(-c3cc(Cl)ccc3Cl)oc2C)n1	10	-1
62	CCOC(=O)C1CCN(c2sccc2[N+](=O)[O-])CC1	/	-5
63	Cc1nc2cccnc2n1C1CCN(C(=O)c2ccccn2)C1 (configuration not stated)	0	-1
64	COc1ccc(NS(=O)(=O)c2cccc(C(=O)Nc3ccc([N+](=O)[O-])cc3)c2)cc1	25	-4
65	COc1ccc([C@@H]2C[C@H](c3ccccc3)Oc3c(C)ccc(C(C)C)c32)cc1	-6	-5
66	O=C(c1nc(C2CC2)nc2c1OCCO2)N1CCSCC1	6	10
67	CCCC(CCC)C(=O)Nc1cccc(C(=O)Nc2nccs2)c1	0	-4
68	CC(C)(C)n1nc2c(c1NC(=O)c1ccccc1Br)CS(=O)C2 (configuration not stated)	2	-4
69	CC(=O)Nc1ccc(NC(=O)c2cc3ccccc3[nH]2)cc1	10	-1
70	Cc1ccc(C(C)CCN2CCCC(C)C2)o1 (configuration not stated)	2	0
71	COc1cccc(NC(=O)N2CCCC2c2nc(-c3cccc(OC)c3)no2)c1 (configuration not stated)	7	-2
72	CCC(CC)C(=O)Nc1c2c(nn1-c1ccc(Cl)cc1)CSC2	-6	8
73	COc1ccc(NC(=O)c2cc3cn(C4CC4)cc3s2)c(C)c1	52*	10
74	CCCCCCNC(=O)NCCC(=O)O	/	2
75	CCCCOC(=O)Nc1ccc(N2CCCCC2)cc1	36	4
76	CCc1nc(NCCCN(C)C)c(C#N)c2c1COC(C)(C)C2	1	-2
77	Cc1ccc(NC(=O)/C(C#N)=C/c2cc3c(cc2Cl)OCO3)c([N+](=O)[O-])c1	0	-4
78	CC(O)(CNC(=O)c1ccc(S(=O)(=O)N2CCCC2)cc1)C1CC1 (configuration not stated)	-26	-1
79	CC(C)N1Cc2cc(C(=O)NCc3ccc(N4CCOCC4)cc3)sc2C1	14	-2
80	CN(C)CCCNC(=O)C1CCN(c2nc3ccc(-c4cccs4)nc3s2)CC1	17	2
81	CC1(C)Cc2nc(N)c(C(=O)NCCO)cc2CO1	0	-2
82	COc1ccccc1N1CCN(C(=O)C2CCC2)C(C)C1=O (configuration not stated)	0	0
83	Cc1ccc(S(=O)(=O)NC(=O)Nc2cn(-c3ccccc3)nc2-c2ccccc2)cc1	/	-5
84	Cn1c(SCc2nc3ccccc3c(=O)n2-c2ccc([N+](=O)[O-])cc2)nc2ccccc21	-3	-4
85	O=S(=O)(NCc1cn(Cc2ccccc2)nn1)c1ccccc1Br	-10	-5
86	CCN(c1ccc(F)cc1)S(=O)(=O)c1ccc2[nH]cc(C(=O)NCCOC)c(=O)c2c1	14	-7
87	COc1cc(C(=O)Nc2ccc3nc(N4CCN(C)CC4)sc3c2)cc(OC)c1OC	0	0
88	Cc1c(C2CCN(C(=O)c3ccc(F)cc3)CC2)noc1N	13	-2
89	CC(C)C(=O)Nc1cccc(C(=O)Nc2cccc(O)c2)c1	1	-3
90	Cc1ccc(-c2nc3ncccc3o2)cc1NC(=O)c1ccccc1C	2&-4	-3&2
91	Fc1ccccc1OCCN1CCCC1	-3	-6
92	COc1ccc(N2C(=O)CSC2c2ccc([N+](=O)[O-])cc2)cc1 (configuration not stated)	5	-1
93	O=[N+]([O-])c1ccc(-n2ccnc2)nc1-n1ccnc1	1&11	-6&3
94	COCCCNC(=O)C1CCN(c2nccnc2Sc2ccccc2)CC1	2	-5
95	Cc1ccc(NC(=O)CNC(=O)c2c[nH]c3ccccc23)cc1F	8	-1
96	COc1ccc(CNC(=O)C2CCN(c3cncnc3N3CCCCC3)CC2)c(OC)c1	16	-3
97	CSC(=NS(=O)(=O)c1c(C)noc1C)NNC(=O)Nc1ccc(Cl)cc1	/	-113
98	Cc1ccc(S(=O)(=O)C2(C(=O)NCCc3ccc(Cl)cc3)CC2)cc1	-11	1
99	COCCc1nc(C2CCCN(Cc3cccs3)C2)n[nH]1 (configuration not stated)	-2	-2
100	O=[N+]([O-])c1ccc(CN2CCN(C3CCCC3)CC2)cc1	0	-10
101	CC(=O)Nc1cccc(N2CC(C(=O)Nc3c(C)cc(C)cc3C)CC2=O)c1 (configuration not stated)	-2	0
102	O=C(Nc1ccc(S(=O)(=O)Nc2ncccn2)cc1)c1cncc(Br)c1	3	-8
103	O=C(O)c1ccc2c(c1)C(=O)N(NC(=O)c1ccccc1)C2=O	-8	-6
